STK33 inh – human STK33 kinase inhibition; Q9BYT3; purified STK33, MBP phosphorylation, ADP-Glo luminescence; inhibition, % at 10 µM; 320,000 tested, 0.073% active;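 active = inhibition at or above 25%, using the most active replicate where run in duplicate; inactive = inhibition below 25%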
Target sequence (Q9BYT3 whole entry, looked up): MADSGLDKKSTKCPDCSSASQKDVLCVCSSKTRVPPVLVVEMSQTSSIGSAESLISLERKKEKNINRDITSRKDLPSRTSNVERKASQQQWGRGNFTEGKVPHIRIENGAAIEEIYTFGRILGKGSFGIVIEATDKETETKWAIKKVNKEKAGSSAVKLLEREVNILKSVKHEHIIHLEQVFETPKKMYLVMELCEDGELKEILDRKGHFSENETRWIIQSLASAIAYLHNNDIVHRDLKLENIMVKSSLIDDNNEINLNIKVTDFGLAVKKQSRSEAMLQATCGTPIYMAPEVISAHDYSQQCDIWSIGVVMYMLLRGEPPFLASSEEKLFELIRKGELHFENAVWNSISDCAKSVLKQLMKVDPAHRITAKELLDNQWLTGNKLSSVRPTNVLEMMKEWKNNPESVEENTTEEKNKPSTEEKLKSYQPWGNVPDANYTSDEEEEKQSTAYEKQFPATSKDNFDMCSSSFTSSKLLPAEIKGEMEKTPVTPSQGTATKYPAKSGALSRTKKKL
OX1R antag-1 – blocks the human orexin 1 receptor; O43613; CHO/OX1R cells, Fluo-8 calcium fluorescence, orexin A; inhibition, % at 5 µM; 330,000 tested, 0.43% active; AID 434989;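 active = inhibition above its plate's threshold, mean inhibition of all tested compounds on the plate plus 3 SD, cut at about 37% in these data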;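 also: 0% = orexin A challenge wells and 100% = SB-334867-A antagonist wells; not every result past the cut was called active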
Target sequence (O43613 whole entry, looked up): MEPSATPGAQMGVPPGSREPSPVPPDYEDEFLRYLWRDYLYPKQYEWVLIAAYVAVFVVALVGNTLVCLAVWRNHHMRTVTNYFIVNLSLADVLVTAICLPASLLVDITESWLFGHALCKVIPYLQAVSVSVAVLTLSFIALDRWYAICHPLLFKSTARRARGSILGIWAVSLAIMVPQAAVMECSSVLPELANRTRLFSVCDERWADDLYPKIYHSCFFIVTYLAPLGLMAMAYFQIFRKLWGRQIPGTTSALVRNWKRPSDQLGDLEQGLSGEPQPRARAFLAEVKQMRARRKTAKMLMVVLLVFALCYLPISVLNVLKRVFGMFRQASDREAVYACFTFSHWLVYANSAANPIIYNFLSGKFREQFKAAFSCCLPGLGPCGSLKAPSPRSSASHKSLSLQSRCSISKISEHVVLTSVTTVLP
OX1R antag-2 – OX1R (human) antagonism; O43613; OX1R-expressing cells, FRET antagonist read-out; inhibition, % at 6.6 µM; 330,000 tested, 1.8% active; AID 485270; in the data active = inhibition mostly above about 38%, no sharp cut-off; inactive = mostly below about 40%;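 also: 0% = agonist challenge alone and 100% = reference antagonist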
* = called active by the depositor; . = not tested or not shown; & = joins results of further samples.

SMILES	STK33 inh	OX1R antag-1	OX1R antag-2
O=C(OCC(=O)N1CCC(Cc2ccccc2)CC1)c1cccnc1Cl	-1.4	3	7
Cc1ccc(S(=O)(=O)CC(=O)N(CCCN2CCOCC2)c2nc3c(F)cccc3s2)cc1	-2.6	-7	4
COc1cccc(CNC(=O)COC(=O)c2nn(C)c(=O)c3ccccc23)c1	-0.2	-13	9
Cc1noc(C)c1S(=O)(=O)N1CCN(Cc2ccc3c(c2)OCO3)CC1	1.7	-6	10
COc1cccc(C(=O)Nc2cc(C)nn2-c2ccccc2)c1OC	-0.1	-22	18
Cc1cc(C2=NNC(=Nc3ccc(S(=O)(=O)N4CCOCC4)cc3)SC2)c(C)n1C	0.4	3	3
COC(=O)CSc1nc(NC(C)=O)nc(C)c1Br	1.1	-11	7
C(=C\c1ccccc1)/CSc1nnc(-c2ccncc2)n1Cc1ccco1	-0.3	-21	15
CCOC(=O)C1=C(C)N(C)C(=O)NC1c1ccccc1OC (configuration not stated)	-1.7	-21	2
Cc1ccc(OCC(=O)NCCCNC(=O)c2cccnc2)cc1	-1.2	7	5
CCCc1ccc(C2=Nn3c(nnc3C(C)C)SC2)cc1	-0.9	-26	8
CCOc1cc(/C=N/O)ccc1OS(=O)(=O)c1ccc(C)cc1	22	-6	26
CS(=O)(=O)c1ccc(-c2nnn(CC(=O)Nc3ccc4c(c3)OCCO4)n2)cc1	-0.4	-5	6
CCOc1ccc(CCNC(=O)Cc2ccc(NC(=O)C3=C(C)OCCS3)cc2)cc1	-2.4	-27	15
COc1cc2sc(-c3ccc(S(C)(=O)=O)cc3)c(C(=O)NCc3ccc(C)o3)c2cc1OC	-2.9	-9	16
O=C(CNC(=O)c1ccccc1F)N/N=C/c1ccc2c(c1)OCO2	-0.4	-13	21
CN(c1ccccc1)c1nc(N)c([N+](=O)[O-])c(N2CCOCC2)n1	-0.5	-9	31
COc1ccc(C(=O)C2CCCN(Cc3c(C)[nH]c4ccccc34)C2)c(OC)c1 (configuration not stated)	-1.0	-27	9
O=C1CSC(c2ccc([N+](=O)[O-])cc2)N1c1ccc(O)cc1 (configuration not stated)	-1.3	-12	19
COc1cc2c(cc1OC)[C@@H](NC(=O)CCc1ccccc1)[C@H](OCc1ccccc1)C2	.	-19	9

Arranged by value in OX1R antag-1 (lowest first): 4 of the compounds above
SMILES	STK33 inh	OX1R antag-1	OX1R antag-2
CCCc1ccc(C2=Nn3c(nnc3C(C)C)SC2)cc1	-0.9	-26	8
COc1cccc(CNC(=O)COC(=O)c2nn(C)c(=O)c3ccccc23)c1	-0.2	-13	9
O=C(OCC(=O)N1CCC(Cc2ccccc2)CC1)c1cccnc1Cl	-1.4	3	7
Cc1ccc(OCC(=O)NCCCNC(=O)c2cccnc2)cc1	-1.2	7	5

The results go on:
SMILES	STK33 inh	OX1R antag-1	OX1R antag-2
CCC(C)(C)NC(=O)C(c1ccncc1)N(C(=O)Cn1nnc2ccccc21)c1cc2c(cc1C(C)=O)OCO2 (configuration not stated)	-0.4	-23	35
Cc1cc(Br)c(S(=O)(=O)NCc2cccnc2)cc1C	0.0	-22	13
Cc1ccc(C(=O)N2CCN(S(=O)(=O)c3ccc(C)cc3)CC2)cc1	-1.1	-10	11
CCCCCCOc1ccc(OC(=O)c2ccncc2)cc1	0.6	-4	15
O=C(NCc1cccs1)c1cc(-c2cccc(Cl)c2)on1	-1.2	-14	9
COCCCNC(=O)NC(=O)c1ccccc1	-0.4	-4	3
O=C(O)CCCC(=O)N1N=C(c2ccccc2)CC1c1ccc2nccnc2c1 (configuration not stated)	0.9	-7	12
CC1=NN(C(N)=S)C(C)(C)C1	-1.2	-14	6
C=CCn1c(O)c(N=Nc2ccccc2)c2ccccc21	-2.1	-11	22
O=C(COC(=O)c1ccc(S(=O)(=O)C(F)F)cc1)NC(=O)NC1CCCCC1	-0.7	-24	4
C=CCN1C(=O)c2ccc(C(=O)N3CCN(S(=O)(=O)c4cccc(Cl)c4)CC3)cc2C1=O	-1.5	-29	5
CC(C)(C)C(=O)Nc1ccc(/C=C/C(=O)c2ccco2)cc1	0.1	-26	7
CC(=O)n1cc(/C=N/NC(=O)c2ccccc2Cl)c2ccccc21	1.9	-15	-2
CCCCn1c(SCC(=O)NCc2ccco2)nnc1-c1ccoc1C	-0.5	-13	17
N#C/C(=C\c1c[nH]c2ccccc12)C(=O)Nc1ncc(Cc2ccc(Cl)cc2Cl)s1	-3.4	-17	0
COc1cccc(-c2cc(C(=O)Nc3ccccc3)c3ccccc3n2)c1	0.5	-32	25
COc1ccc(CCNC(=O)c2cccnc2)cc1OC	-1.4	-2	3
COC(=O)CSc1nnc(SCc2ccccc2)s1	-1.8	-9	6
COn1c(-c2ccccc2)nc2c1CCc1c-2no[n+]1[O-]	-0.1	-5	8
Cc1cnn(C(=O)c2cc(-c3ccccn3)nc3ccc(Cl)cc23)c1	0.1	-9	13

Looked up one by one from the list above, four records:
SMILES	STK33 inh	OX1R antag-1	OX1R antag-2
CC(=O)n1cc(/C=N/NC(=O)c2ccccc2Cl)c2ccccc21	1.9	-15	-2
COc1cccc(-c2cc(C(=O)Nc3ccccc3)c3ccccc3n2)c1	0.5	-32	25
CCCCn1c(SCC(=O)NCc2ccco2)nnc1-c1ccoc1C	-0.5	-13	17
O=C(NCc1cccs1)c1cc(-c2cccc(Cl)c2)on1	-1.2	-14	9

New compounds follow:
SMILES	STK33 inh	OX1R antag-1	OX1R antag-2
CCc1[nH]nc(C(=O)N2CCCC(C(=O)c3cccc(OC(C)C)c3)C2)c1C (configuration not stated)	0.0	-4	22
COc1ccc(NC(=O)CS(=O)CC(=O)Nc2ccc(OC)c(OC)c2)cc1 (configuration not stated)	0.1	-2	13
O=C(Nc1ccc(Cl)cc1)c1csc(Cc2ccccc2)n1	-0.9	-21	34
CCCc1cc(=O)oc2c(CN3CCN(C)CC3)c(O)ccc12	-0.5	-13	3
O=C(c1ccc(NS(=O)(=O)c2cccs2)cc1)N1CCN(c2ccccc2Cl)CC1	0.5	-2	16
CC1(C)C[C@H](O)[C@@]23C[C@@H](OC2=O)[C@]2(C)C(=CCC4[C@@]5(C)CC[C@H](O)C(C)(C)C5CC[C@]42C)[C@@H]3C1 (some centres not stated)	0.7	-3	14
O=[N+]([O-])c1ccc2c(c1)nc1n2CCCCC1	2.8	-4	15
Cc1ccc(/C=C/C(=O)N2CCN(S(=O)(=O)/C=C/c3ccccc3)CC2)o1	-2.6	-19	5
O=C(CN1C(=O)NC2(CCCC2)C1=O)OCc1ccc(Cl)cc1Cl	-0.2	-24	12
Cc1cccc(NC(=O)CCCNC(=O)c2ccc(Cl)cc2)n1	0.0	-19	16
O=C(CSCc1ccc(Cl)cc1Cl)Nc1nccs1	-0.2	-3	8
Cc1nn(-c2ccccc2Cl)c(Cl)c1/C=C(\C#N)C(N)=O	-0.7	-6	-1
O=C(C[C@H]1C[C@H](C(=O)N2CCCCC2)[C@@]2(CCc3ccccc3)c3[nH]c4cc(-c5ccco5)ccc4c3CCN2C1=O)NCc1cccc(C(F)(F)F)c1	.	-43	8
CCOCCCn1c(=S)[nH]c2cc(C(=O)NCC(OC)OC)ccc2c1=O	-1.1	-12	8
Cc1ccc(S(=O)(=O)NCCC(=O)Nc2ncccc2O)cc1C	-0.6	-10	24
CCOc1ccc(NC(=S)Nc2cccc3cnccc23)cc1	2.2	-22	8
COc1cc(OC)cc(C(=O)N2CCN(C3CCCCC3)CC2)c1	0.4	0	32
Cc1cc(C(=O)N/N=C2/CC(C)CC(C)(C)C2)c(C)o1 (configuration not stated)	-0.8	-4	11
CCO[C@H]1OC(C(=O)NCc2ccccc2)=C[C@@H](C)[C@@H]1CCCO	-0.7	0	17
CCOC(=O)c1cn(Cc2c(C)c(C)c(C)c(C)c2C)nn1	0.3	-12	7

The closing 6 records of the part before come first, to join the parts.
SMILES	STK33 inh	OX1R antag-1	OX1R antag-2
Cc1ccc(S(=O)(=O)NCCC(=O)Nc2ncccc2O)cc1C	-0.6	-10	24
CCOc1ccc(NC(=S)Nc2cccc3cnccc23)cc1	2.2	-22	8
COc1cc(OC)cc(C(=O)N2CCN(C3CCCCC3)CC2)c1	0.4	0	32
Cc1cc(C(=O)N/N=C2/CC(C)CC(C)(C)C2)c(C)o1 (configuration not stated)	-0.8	-4	11
CCO[C@H]1OC(C(=O)NCc2ccccc2)=C[C@@H](C)[C@@H]1CCCO	-0.7	0	17
CCOC(=O)c1cn(Cc2c(C)c(C)c(C)c(C)c2C)nn1	0.3	-12	7
O=C(COC(=O)/C=C/c1cc(Br)ccc1F)Nc1ccc2[nH]c(=O)[nH]c2c1	-1.3	7	10
COc1cc([N+](=O)[O-])cc(/C=N/NC(=O)c2cncc(Br)c2)c1O	-2.0	-12	27
Cc1ccc(NC(=O)c2ccoc2C)cc1C	1.6	-12	0
Cc1[nH]n(C(N)=S)c(=O)c1N=Nc1ccc(Br)cc1	1.1	-15	8
CCCCNc1nc(CC(C)=O)ns1	-0.5	-19	2
O=C(Cn1cc(C(F)(F)F)ccc1=O)N1CCc2ccccc2C1	-1.3	-12	0
COc1ccc(S(=O)(=O)N2CCC(C(=O)N[C@H](C(=O)N3CCCC3)C(C)C)CC2)cc1	-0.7	-8	2
O=C(NCCO)c1ccc2nc(Cc3cccc(Cl)c3)oc2c1	-0.3	-15	7
Cc1nc(CCNC(=O)COc2ccccc2)cs1	1.1	-15	-1
Cc1cccc(N2CCN(C(=O)Cc3c(C(=O)O)[nH]c4ccc(Cl)cc34)CC2)c1C	-1.6	5	11
Clc1ccc(-c2csc3ncnc(N4CCc5ccccc5C4)c23)cc1	.	-12	7
CC(C)n1nccc1N(Cc1ccc(Br)cc1)S(=O)(=O)c1ccccc1	0.3	-19	16
COc1cc(N=c2ssnc2Cl)c(OC)cc1Cl	-0.2&-0.1	12&-12	11&21
O=C(N/N=C/c1ccc2c(c1)OCO2)c1cc(-c2ccccc2)nc2ccccc12	-0.1	-40	-1
CN(CC(=O)Nc1ccc(Cl)cc1)C(=O)CCc1c[nH]c2ccccc12	-1.3	-9	7
COc1ccc(NC(=S)N(Cc2cccnc2)Cc2ccco2)cc1	0.7	-7	20
O=C(NCCC(=O)N1CCN(c2ccccc2O)CC1)c1ccc(Br)cc1	.	-32	8
CCN1CCN(C(=O)c2cc3nc(-c4ccccc4)cc(C(F)(F)F)n3n2)CC1	-0.9	-28	16
O=c1c2ccccc2nnn1CSc1nnc(-c2cccnc2)n1-c1ccccc1F	0.9	-12	13
CC(C)(C)c1ccc(C2/C(=C(\O)c3ccc4c(c3)OCCO4)C(=O)C(=O)N2CCCN2CCOCC2)cc1 (configuration not stated)	-2.1	-17	6
Cc1ccc(S(=O)(=O)N2CCCCC2)cc1NC(=O)c1ccc2ccccc2n1	9.8	-15	2
O=C(CCCN1C(=O)/C(=C/c2cccc(Br)c2)SC1=S)Nc1cccnc1	-1.4	-48	20
c1cncc(CSc2ccc(-c3cccs3)nn2)c1	0.9	-14	29
COc1ccc(C(=O)N2CCN(C3CCC(c4ccccc4)CC3)CC2)cc1OC (configuration not stated)	1.5	-16	12
CN1CCC(NC(=O)Cc2c(F)cccc2Cl)CC1	0.1	-9	16
Cc1ccc(C(N)=S)c(C)c1	0.1	-4	4
Cc1ccc(SCc2c(C(=O)N/N=C/c3ccoc3)nnn2-c2nonc2N)cc1	1.5	20	45*
O=c1cc(COn2nnc3ccc(C(F)(F)F)cc32)nc2sccn12	-2.0	-2	17
O=C1C2CCCN2C(c2ccc(F)cc2)N1c1cccc(Cl)c1 (configuration not stated)	0.4	-17	6
Cc1ccccc1C(=O)NC(=S)Nc1ncccn1	0.6	-12	-5
Cc1ccc(S(=O)(=O)N2CCOCC2)cc1NC(=O)COc1cccc(Oc2ccccc2)c1	-2.4	-13	25
CCN1CCN(C2=C(Cl)C(=O)N(Cc3ccccc3)C2=O)CC1	-1.3	-25	18
COc1ccc(C(=O)N2N=C(c3ccc(NS(C)(=O)=O)cc3)CC2c2cccs2)cc1 (configuration not stated)	-0.4	-20	3
Cc1cn(C2OC(CC(=O)Oc3ccccc3)C(O)C2O)c(=O)[nH]c1=O (configuration not stated)	0.0	-3	1
CN(C(=O)c1ccccc1C(=O)OCC(=O)Nc1ccccc1)c1ccccc1	2.1	-19	14
Nc1c(NCc2ccccc2)c(=O)[nH]c(=O)n1Cc1ccccc1	-1.2	-15	11
COc1ccc(CNC(=O)C(=O)NCC2CCCO2)cc1 (configuration not stated)	-1.0	-6	-10
c1ccc(Oc2cccc3cccnc23)nc1	0.5	6	5
Cc1occc1-c1nnc(SCC(=O)Nc2c(F)cccc2F)n1C	-0.7	-13	22
CSc1ccc(/C=C(\C#N)C(=O)NC2CCCCC2C)cc1 (configuration not stated)	-1.5	-31	25
CCOC(=O)N1CCN(CC(=O)c2c(C)[nH]c3ccccc23)CC1	-0.8	-3	21
Cc1nc2scc(-c3ccc(Cl)cc3)c2c(=O)n1N	-1.1	-10	7
O=C(Nc1ccccc1)C1CCCN1/C=C/C(=O)C(F)(F)F (configuration not stated)	-0.5	-9	6
COc1ccc(C)cc1N(CC(=O)Nc1cccc(N(C)S(C)(=O)=O)c1)S(C)(=O)=O	-0.6	-1	11
O=C(Oc1c(Br)cc(Br)c2cccnc12)N1CCCCC1	0.8	-33	34
CCN(CC(=O)Nc1c(F)cccc1F)C(=O)c1ccc(COc2ccccc2)o1	-0.6	-20	25
CCOc1cc(/C=N/NS(=O)(=O)c2ccccc2)ccc1OS(=O)(=O)c1ccc(C)cc1	-0.9	3	12

OX1R antag-2, hit marks shown above.
SMILES	STK33 inh	OX1R antag-1	OX1R antag-2
Cc1ccc(SCc2c(C(=O)N/N=C/c3ccoc3)nnn2-c2nonc2N)cc1	1.5	20	45*

Bioassay records from PubChem BioAssay.
